# From PubChem
# A3G deaminase – blocks human APOBEC3G single-stranded DNA deamination | Q9HC16 | recombinant A3G, ssDNA deamination FAM/TAMRA fluorescence | inhibition, % at 20 µM | actives 0.28% (n = 330,000) | AID 493012;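 active = inhibition of at least 40% at 20 µM, with no more than 30% in the related APOBEC3A deaminase screen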;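 note: plate controls were DMSO wells with A3G for no effect and wells lacking A3G enzyme for full effect; some compounds called inactive have numbers as strong as hits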
# Target sequence (Q9HC16 whole entry, looked up): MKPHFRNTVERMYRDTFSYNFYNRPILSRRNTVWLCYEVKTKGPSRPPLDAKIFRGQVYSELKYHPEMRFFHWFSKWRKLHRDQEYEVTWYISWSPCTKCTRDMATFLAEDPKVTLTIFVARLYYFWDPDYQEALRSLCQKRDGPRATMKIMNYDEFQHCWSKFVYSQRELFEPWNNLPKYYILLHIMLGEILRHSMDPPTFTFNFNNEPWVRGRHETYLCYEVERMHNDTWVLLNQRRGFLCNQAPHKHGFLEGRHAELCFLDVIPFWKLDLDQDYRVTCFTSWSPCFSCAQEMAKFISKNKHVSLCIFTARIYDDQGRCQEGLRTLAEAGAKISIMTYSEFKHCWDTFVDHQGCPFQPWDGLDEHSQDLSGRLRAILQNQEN
# A3A deaminase – human APOBEC3A DNA deaminase inhibition; recombinant A3A, FAM/TAMRA ssDNA deamination fluorescence; P31941; inhibition, % at 20 µM; actives 0.41% (n = 330,000);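 active = at least 40% inhibition at 20 µM here, with at most 30% in a related deaminase screen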;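 note: plate controls were A3A with DMSO for no effect and wells lacking A3A enzyme for full effect; some results filed as inactive read as strong as hits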
# EBI2 antag – blocks human EBI2 receptor beta-arrestin signaling | AID 651636 | actives 0.81% (n = 360,000) | inhibition, % at 5 µM | EBI2 beta-arrestin recruitment, luminescence, 7a,25-OHC stimulated; in the data active = inhibition above about 38%;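 note: enzyme fragment complementation signal reports receptor beta-arrestin coupling in cells; 0% = agonist plus DMSO wells and 100% = wells without agonist; some results beyond the cut were filed as inactive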
# Target sequence (P32249 whole entry, looked up, the tested form may be a part): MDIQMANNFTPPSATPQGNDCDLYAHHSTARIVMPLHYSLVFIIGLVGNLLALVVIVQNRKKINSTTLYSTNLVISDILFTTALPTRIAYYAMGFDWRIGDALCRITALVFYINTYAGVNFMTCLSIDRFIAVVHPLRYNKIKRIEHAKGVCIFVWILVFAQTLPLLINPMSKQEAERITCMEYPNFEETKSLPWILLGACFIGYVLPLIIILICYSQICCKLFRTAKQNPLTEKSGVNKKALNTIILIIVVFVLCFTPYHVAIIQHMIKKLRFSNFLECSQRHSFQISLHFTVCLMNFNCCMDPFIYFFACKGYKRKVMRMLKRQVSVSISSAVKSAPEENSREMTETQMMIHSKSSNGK
# MPTP inh – inhibitors of mitochondrial permeability transition pore; isolated mouse mitochondria, Ca2+ swelling absorbance, 30 min; inhibition, % at 10 µM; actives 1.4% (n = 360,000); AID 602449;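 active = inhibition of 50% or more, scaled per plate between neutral and stimulator controls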;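 note: 0% = DMSO wells given calcium and 100% = 1 mM EGTA wells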
# Gli-Sufu block – Gli-Sufu pathway antagonism | Sufu-KO-LIGHT fibroblasts, Gli luciferase reporter luminescence | inhibition, % at 5 µM | actives 0.74% (n = 340,000) | AID 588413;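 active = inhibition above about 55%, limit read from the data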;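 note: 0% = DMSO-treated cells and 100% = wells with medium but no cells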
# CXCR6 block – blocks human CXCR6 beta-arrestin recruitment | O00574 | CHO-K1 PathHunter CXCR6 beta-arrestin, luminescence | inhibition, % at 20 µM | actives 0.36% (n = 360,000) | AID 602244; in the data active = inhibition above about 34%, passing the limit was not always enough;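 note: antagonist mode with CXCL16 agonist at 10 nM final; 0% = 10 nM CXCL16 with DMSO and 100% = unstimulated wells without agonist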
# Target sequence (O00574 whole entry, looked up): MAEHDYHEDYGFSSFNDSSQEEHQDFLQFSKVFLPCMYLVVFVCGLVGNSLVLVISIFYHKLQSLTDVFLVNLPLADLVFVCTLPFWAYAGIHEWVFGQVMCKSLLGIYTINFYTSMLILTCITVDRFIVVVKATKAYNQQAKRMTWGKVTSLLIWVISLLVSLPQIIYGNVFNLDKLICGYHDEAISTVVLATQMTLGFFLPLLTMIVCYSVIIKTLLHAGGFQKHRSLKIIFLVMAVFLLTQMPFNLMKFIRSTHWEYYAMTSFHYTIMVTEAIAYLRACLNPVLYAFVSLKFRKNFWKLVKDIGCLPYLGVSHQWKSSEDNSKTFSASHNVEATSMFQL
# GRIN3A LBD mod – modulators (binders) of human NR3A ligand-binding domain. actives 2.5% (n = 340,000). AID 1259313. Tm shift relative to glycine control, % at 25 µM. NR3A LBD differential scanning fluorimetry, Tm shift; 0% = protein alone, 100% = glycine-bound protein;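 active = melting temperature shift of at least 10% of the positive control shift, at one fixed dose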
# CCR6 antagonist – blocks CCL20-driven beta-arrestin recruitment at human CCR6; actives 0.49% (n = 340,000); P51684; CHO-K1 CCR6 PathHunter beta-arrestin, luminescence, CCL20-stimulated; inhibition, % at 20 µM;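 active = compounds whose inhibition of the agonist-driven luminescence signal at 20 µM reaches about 50%, limit read from the data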;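 note: cells stimulated with CCL20 at 14 nM final; plate controls were DMSO with CCL20 for no effect and DMSO without agonist for full effect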
# Starred values were filed as active, the others as inactive; / = not tested or not shown.
SMILES,A3G deaminase,A3A deaminase,EBI2 antag,MPTP inh,Gli-Sufu block,CXCR6 block,GRIN3A LBD mod,CCR6 antagonist
COC(=O)c1cc(-c2ccc(Br)cc2)c2c(=O)[nH]c(=O)n(C)c2n1,-8,-3,11,0.2,49,-2,1,5
O=C(NCc1nc2ccccc2[nH]1)c1cccc(S(=O)(=O)N2CCOCC2)c1,-3,-1,6,-1.6,5,-4,0,2
COc1ccc2c(c1)C(NC(C)=O)C(=O)N2C (stereo not given),-6,-5,0,-0.3,7,-11,1,-20
COc1ccccc1Nc1nc(N)nc(CSc2nnc(C)s2)n1,-2,-3,-3,-1.8,-23,-4,1,1
CC(=O)Nc1ccc(N(C(=O)c2cnccn2)C(C(=O)NC2CCCCC2)c2ccc(O)cc2)cc1 (stereo not given),-3,-2,8,1.2,0,2,-5,15
COc1ccccc1NS(=O)(=O)c1cc(NC(=O)C2CCCC2)ccc1N1CCOCC1,35,4,16,-3.8,31,2,-9,17
COc1ccc(C2CC(=O)CCN2S(=O)(=O)c2ccc(C)cc2)cc1 (stereo not given),/,/,2,1.3,1,-1,2,8
Oc1ccc(-c2nc(-c3ccc(O)c(O)c3)cs2)cc1,-4,-3,21,16,-7,-1,21*,11
COc1ccc(NC(=O)COC(=O)c2cccn2C)cc1S(=O)(=O)N1CCCCC1,12,2,0,8.3,-25,6,-1,16
Cc1ccc(S(C)(=O)=O)cc1S(=O)(=O)Nc1ccccc1,-7,-5,-20,0.8,-3,6,-2,9
COCCCNC(=O)Cn1nc(-c2ccccc2OC)ccc1=O,-6,-4,-5,0.3,-4,-1,-2,9
COc1cccc(OC)c1C(=O)Nc1ccc(CN2CCCCC2)cc1,-1,-3,-7,-2.1,1,3,2,19
O=C(c1ccco1)N1CCN(C/C=C/c2ccccc2)CC1,-5,2,3,0.3,4,-3,-2,6
Nc1ccc(-c2nc3ncccc3o2)cc1,-5,-2,-2,-2.0,-31,3,-1,-15
COc1ccc(O)c(/C=C(\C#N)C(=O)Nc2ccccn2)c1,-11,-4,-5,0.0,-1,-6,2,-6
CSc1ccc(C(=O)/C=C/c2ccc(N)cc2)cc1,-7,-3,10,0.8,-55,7,5,2
C#CCN(Cc1ccco1)C(=O)c1cc(COc2ccc(F)cc2Cl)on1,-4,-1,4,-0.1,-4,2,-2,5
O=C(COc1cccnc1[N+](=O)[O-])NCCc1ccc(Cl)cc1Cl,-8,6,16,-3.7,-6,-5,-1,10
CCOC(=O)C1C(C(=O)OC)=C(C(=O)OC)c2ccccc2N1S(=O)(=O)C(F)(F)F (stereo not given),0,2,3,-0.6,-1,3,0,14
O=C(c1nn2c(C(F)(F)F)cc(-c3ccco3)nc2c1Br)N1CCCc2ccccc21,-3,-4,5,-2.6,1,6,-3,19
COC(=O)c1cccc(S(=O)(=O)N2CCC(C)CC2)c1,-4,-1,-12,-0.9,4,-1,0,2
S=C1NC2(CCCCC2)NN1c1ccccc1,-13,-4,5,-0.8,3,-6,-1,-19
COc1ccc2[nH]c(=O)c(C(=O)O)cc2c1,-6,0,-7,0.0,5,-3,1,-6
CCSc1ncc(Cl)c(C(=O)N(Cc2ccc(N(C)C)cc2)C2CCS(=O)(=O)C2)n1 (stereo not given),/,/,-1,-1.1,-5,3,2,4
CCc1ccc(Nc2n[n+](-c3ccccc3)c(-c3c(Cl)cccc3Cl)s2)cc1,-13,-4,-22,100*,7,17,-16,39
CCOc1cc(/C=C2\C(=N)N3N=C(S(C)(=O)=O)SC3=NC2=O)ccc1OCCOc1cccc(OC)c1,-3,1,-1,9.7,-7,9,9,12
Cc1cc(C(=O)CN2C(=O)NC(C)(c3cccc(Br)c3)C2=O)c(C)n1Cc1ccco1 (stereo not given),-7,1,7,-1.2,-3,-8,1,13
CC(=O)OC1CCC2(C)C3=CCC4(C)C(C(C)=O)=CCC4C3CCC2C1 (stereo not given),/,/,14,0.6,0,-4,0,6
CN(C)CCCN(C(=O)C1COc2ccccc2O1)c1nc2ccc(F)cc2s1 (stereo not given),-5,31,-5,3.2,2,5,0,11
CCOC(=O)c1c(NC(=O)CC2Nc3ccccc3NC2=O)sc(C)c1C (stereo not given),-6,-6,-1,14,7,7,-10,14
CC1CCc2sc3ncn4nc(C(=O)NCc5ccco5)nc4c3c2C1 (stereo not given),-8,-3,11,10,-2,7,0,12
O=C(NC1C2CC3CC(C2)CC1C3)C1CC1 (stereo not given),1,1,-13,-0.2,0,4,3,11
CCC(NC(=O)Nc1ncccc1C)(C(F)(F)F)C(F)(F)F,9,4,1,-0.3,0,1,1,11
CCS(=O)(=O)Nc1cccc(C(=O)O)c1,-5,-1,/,/,-2,/,5,2
Cc1nnc(Nc2ccc(Cl)cc2)n(N)c1=O,-1,0,0,0.9,7,-3,1,0
COC(=O)CSc1nc2c(c(-c3ccc(C)o3)c1C#N)CCCC2,-2,2,4,-2.1,6,7,-1,10
Clc1cccc(CNCC2CCCO2)c1Cl (stereo not given),-3,-4,-1,0.7,3,5,-3,1
NC(=O)CSCc1cccc(Br)c1,0,0,-7,-0.5,10,-1,0,-6
COc1cc(OC)cc(C(=O)NCc2ccc3c(c2)OCO3)c1,-2,1,-2,2.6,6,-6,-1,9
Cc1csc2nc(O)c(C(=O)NCCC3=CCCCC3)c(=O)n12,-3,-1,-5,-0.2,11,0,-1,6
Cc1cc(C)c(NC(=O)Nc2ccccc2)c(C)n1,4,2,1,-0.5,4,3,2,-14
COc1ccc(Cl)cc1NC(=S)N(CCN1CCOCC1)C1CCN(C(C)=O)CC1,-5,2,-4,1.4,6,-2,-1,11
CCN(C(=O)COC(=O)/C=C/c1ccc(O)c(OC)c1)C1CCS(=O)(=O)C1 (stereo not given),-3,1,4,-1.0,-4,-5,-2,12
Cc1nc2ccccc2n1C(=O)N1CCOCC1,2,3,-3,-0.5,-16,-5,-2,-8
O=C(Nc1ccccc1-c1ccccc1)c1cccc(C(F)(F)F)c1,-6,6,-7,0.6,0,1,18*,16

# Arranged by value in EBI2 antag (rising): some entries from above.
canonical_smiles	EBI2 antag
O=C(Nc1ccccc1-c1ccccc1)c1cccc(C(F)(F)F)c1	-7
Cc1csc2nc(O)c(C(=O)NCCC3=CCCCC3)c(=O)n12	-5
Cc1nc2ccccc2n1C(=O)N1CCOCC1	-3
COc1cc(OC)cc(C(=O)NCc2ccc3c(c2)OCO3)c1	-2
CCC(NC(=O)Nc1ncccc1C)(C(F)(F)F)C(F)(F)F	1

# Other compounds follow:
SMILES,A3G deaminase,A3A deaminase,EBI2 antag,MPTP inh,Gli-Sufu block,CXCR6 block,GRIN3A LBD mod,CCR6 antagonist
COc1ccc(CSc2nnnn2-c2ccc(C(N)=O)cc2)cc1[N+](=O)[O-],0,7,14,-0.5,1,-4,6,13
O=CN1CCN(C(=O)CC(c2ccccc2)c2cc(Br)ccc2O)CC1 (stereo not given),-8,-3,4,0.1,-4,-3,-2,0
O=C(CSc1nnnn1-c1cccc2ccccc12)Nc1ccc(N2CCOCC2)c(Cl)c1,4,4,23,0.8,-7,1,4,16
CC(=O)c1c[nH]c(C(=O)NCc2cccc(C(F)(F)F)c2)c1,5,4,-3,-0.3,0,-2,2,3
COc1ccc2c(c1)C(c1cccs1)=NNC(c1cccnc1)=N2,-8,-1,-7,-2.6,-5,3,-130,8
O=C(O)CC(NC(=O)Cc1ccccc1)c1cc([N+](=O)[O-])ccc1Cl (stereo not given),-1,-1,-2,-0.9,1,-10,0,1
O=C(NNC(=O)c1ccc(Cl)nc1)c1ccncc1,-8,-1,-3,0.4,0,7,1,6
CCOc1cc(CNC)ccc1OCC(=O)NC(C)(C)C,-7,-2,-8,0.1,0,4,-1,9
O=C(COC(=O)c1cc([N+](=O)[O-])ccc1N1CCOCC1)c1ccc(F)cc1,2,4,5,-1.1,10,7,0,21
COC(=O)CN(C#N)c1nc(SC)nc(N(C)C)n1,-3,0,-1,-1.2,-6,-6,3,8
COc1cccc2c1CCC(NC(C)=O)C2=O (stereo not given),4,4,-17,-0.7,2,0,5,0
CC1=C(C#N)C(=O)NC(=O)/C1=C\c1ccc(-c2ccc(C)cc2[N+](=O)[O-])o1,/,/,-15,-0.2,2,-12,-6,4
Cc1c(C)c2ccc(OCC(=O)NCCCn3ccnc3)cc2oc1=O,1,1,-7,0.4,-5,5,2,-3
Cc1cc(OCCCC(=O)NCCc2nnc3ccccn23)ccc1Cl,-6,-4,-1,-0.6,-12,15,-1,10
Cc1ccc(C(C)(C)NC(=O)C2CCC(=O)N(Cc3ccccc3F)C2)cc1 (stereo not given),-6,-2,13,3.0,-3,-11,2,14
CCCCOc1ccc(S(=O)(=O)Nc2ccc(NC(C)=O)cc2)cc1,-5,-1,13,36,5,-11,-4,0
Cc1ccccc1OCc1nc2ccccc2c(=O)n1/N=C/c1cccc([N+](=O)[O-])c1,-4,4,-10,1.0,0,-3,0,7
CCC12CN3CC(CC)(CN(C1)C3c1c(O)ccc3ccccc13)C2=O (stereo not given),/,/,11,-0.7,-17,-9,2,23
CCOC(=O)[C@H]1[C@H]2COc3ccc(Br)cc3[C@@H]2N2C(=O)CN(CC3CCCO3)C(=O)[C@@]12C (stereo not given in full),-6,-2,-3,-1.1,-3,-4,2,1
COc1ccc(C2CC(c3ccccc3C)n3nc(N)nc3N2)cc1 (stereo not given),-2,1,-3,-0.9,-3,2,0,1
Cc1ccc(NC(=O)C2CCN(C(=O)c3ccccc3C)CC2)cc1,-2,-2,-5,-0.2,17,-4,-1,27
CCN1CCN(CC(=O)Nc2cc(C)on2)CC1,-8,-5,3,-1.5,2,4,-1,11
CCC1Oc2ccc(C)cc2N(CC(=O)NCC2COc3ccccc3O2)C1=O (stereo not given),1,1,11,0.4,5,2,-1,-6
COc1ccc(C(CCNCc2ccc(F)cc2)c2ccc(F)cc2)cc1 (stereo not given),2,3,-5,4.0,15,-3,-1,15
Clc1ccc(CSc2cnnc3ccccc23)cc1Cl,/,/,15,-0.5,-12,2,-4,14
COc1ccc(C(=O)NCCC(=O)N2CCC3(CC2)NCCc2[nH]cnc23)cc1,-5,-2,-1,-1.2,-12,-18,1,2
Cc1cccc(OCC(=O)N2CCc3ccccc3C2)c1,-1,-8,10,-0.7,13,6,0,14
Cc1cccc(OCCCSc2nc3ccccc3[nH]2)c1,-6,-3,4,51*,8,-18,-10,4
O=C(Nc1ccccc1Br)c1cc(=O)c2ccccc2o1,-2,-3,5,0.5,-48,9,0,15
COc1ccc(NC(=O)CC23CC4CC(CC(C4)C2)C3)cn1,-7,0,-4,-1.0,2,-4,0,-2
Cc1ccc2c(c1)N(CC(=O)N1CCCCCC1)C(=O)C(C)O2 (stereo not given),-9,-1,-3,0.4,-2,0,0,13
Cc1c(C)n(Cc2ccccc2)c2ncnc(NCCO)c12,-10,1,4,-0.3,-16,5,2,12
On1c(-c2ccco2)nc2c1CCc1nonc1-2,4,10,7,-0.9,-1,0,1,21
COc1ccc(CCNC(=O)CC(C)S(=O)(=O)c2ccc3c(c2)NC(=O)CO3)cc1OC (stereo not given),3,1,-3,-3.3,4,1,2,7
CCOC(=O)c1c(C)[nH]c(C(=O)COC(=O)CCS(=O)(=O)c2ccc(C)cc2)c1C,-5,0,6,5.5,-11,-6,3,-4
O=C(CCn1c(=S)[nH]c2ccccc2c1=O)Nc1cccc(Cl)c1,-4,-6,3,-0.7,-21,12,2,8

# Record cards (already shown). Values in the order: A3G deaminase	A3A deaminase	EBI2 antag	MPTP inh	Gli-Sufu block	CXCR6 block	GRIN3A LBD mod	CCR6 antagonist
# COc1ccc(CCNC(=O)CC(C)S(=O)(=O)c2ccc3c(c2)NC(=O)CO3)cc1OC (stereo not given) across the screens: 3	1	-3	-3.3	4	1	2	7
# Cc1ccc2c(c1)N(CC(=O)N1CCCCCC1)C(=O)C(C)O2 (stereo not given) across the screens: -9	-1	-3	0.4	-2	0	0	13
